Source: PubChem
ADAM17 inh: ADAM17 inhibition, QFRET primary screen; P78536; recombinant ADAM17, EDANS/DABCYL FRET peptide cleavage; inhibition, % at 6.95 µM; 0.83% of 370,000 active;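 active = inhibition above the mean of compounds lying between control limits plus 3 SD, set per campaign, cut at about 8.5% in these data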;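 note: 0% = DMSO-only wells as the low control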
ssDAF-12 act: activators of S. stercoralis DAF-12 nuclear receptor | activation, % at 6.8 µM | 1% of 370,000 active | HEK293 ssDAF-12/GRIP1 lit1-tk-luc reporter, luminescence; % of 3 µM dafachronic acid response;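 active = activation above the mean over all tested compounds plus 3 SD, cut at about 0.9% in these data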;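 note: 0% = DMSO-only wells and 100% = 3 µM delta7-dafachronic acid wells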
DAX1 inh-1: inhibits human nuclear receptor DAX1; P51843; HEK293 Gal4-DAX1 luciferase reporter, luminescence; inhibition, % at 6.75 µM; 0.99% of 340,000 active; AID 504766;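 active = inhibition above the mean over all tested compounds plus 3 SD, cut at about 4.2% in these data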;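 note: 0% = DAX1-transfected cells with DMSO and 100% = empty-vector control cells with DMSO; inhibition shows as a rise in luminescence from relieved DAX1 repression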
PLCb3 inh: blocks human PLC-beta3 enzyme activity. 0.18% of 370,000 active. Purified PLC-beta3, fluorogenic substrate, fluorescence. inhibition, % at 12.2 µM. AID 720704. Q01970; in the data active = inhibition above about 11%;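 note: 0% = median of compound wells on plate and 100% = full blocker control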
Target sequence (Q01970 whole entry, looked up): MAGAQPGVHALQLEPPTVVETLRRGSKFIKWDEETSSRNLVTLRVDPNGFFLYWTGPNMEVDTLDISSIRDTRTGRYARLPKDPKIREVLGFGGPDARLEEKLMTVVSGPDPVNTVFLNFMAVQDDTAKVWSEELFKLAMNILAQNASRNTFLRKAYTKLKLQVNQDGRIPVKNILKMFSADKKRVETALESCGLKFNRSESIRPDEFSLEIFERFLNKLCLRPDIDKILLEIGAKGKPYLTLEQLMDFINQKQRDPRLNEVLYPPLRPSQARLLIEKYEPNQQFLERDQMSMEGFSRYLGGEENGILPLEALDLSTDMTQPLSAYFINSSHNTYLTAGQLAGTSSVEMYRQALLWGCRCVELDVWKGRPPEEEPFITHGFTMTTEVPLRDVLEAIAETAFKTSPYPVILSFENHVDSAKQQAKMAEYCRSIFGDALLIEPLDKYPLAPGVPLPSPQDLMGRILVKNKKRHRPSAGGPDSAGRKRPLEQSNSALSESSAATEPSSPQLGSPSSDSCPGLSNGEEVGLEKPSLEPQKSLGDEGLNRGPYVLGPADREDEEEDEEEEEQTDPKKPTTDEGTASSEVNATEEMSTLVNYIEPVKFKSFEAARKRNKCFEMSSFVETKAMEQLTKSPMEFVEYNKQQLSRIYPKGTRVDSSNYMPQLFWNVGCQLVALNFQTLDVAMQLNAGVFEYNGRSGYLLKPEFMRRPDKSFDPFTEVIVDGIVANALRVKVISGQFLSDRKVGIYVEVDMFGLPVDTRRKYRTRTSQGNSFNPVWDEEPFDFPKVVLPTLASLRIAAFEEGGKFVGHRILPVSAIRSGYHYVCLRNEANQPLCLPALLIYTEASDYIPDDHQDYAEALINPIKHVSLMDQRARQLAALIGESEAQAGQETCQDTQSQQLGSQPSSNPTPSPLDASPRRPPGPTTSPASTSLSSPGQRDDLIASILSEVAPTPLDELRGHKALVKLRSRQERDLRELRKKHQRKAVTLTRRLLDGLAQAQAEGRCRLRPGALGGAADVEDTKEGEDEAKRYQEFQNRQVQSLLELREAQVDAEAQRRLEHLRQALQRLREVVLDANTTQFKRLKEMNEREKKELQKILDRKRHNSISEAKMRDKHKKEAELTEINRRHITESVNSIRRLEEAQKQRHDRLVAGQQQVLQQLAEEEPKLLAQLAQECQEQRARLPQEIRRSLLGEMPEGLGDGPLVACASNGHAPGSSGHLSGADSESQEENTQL
ADAM10 inh: inhibits human ADAM10. inhibition, % at 7 µM. AID 720582. 0.62% of 370,000 active. O14672. recombinant ADAM10, EDANS/DABCYL FRET peptide cleavage, 3 h;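 active = inhibition above a per-campaign cutoff equal to the mean of compounds falling between control-based bounds plus 3 SD, cut at about 20% in these data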;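 note: 0% = DMSO wells while the 100% control is not disclosed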
PLC-gamma1 inh: PLC-gamma1 (human) inhibition, primary screen; 0.84% of 370,000 active; purified PLC-gamma1, fluorogenic substrate, fluorescence; P19174; inhibition, % at 12.2 µM; in the data active = inhibition above about 9.5%
hcDAF12 agonist: H. contortus DAF-12 activation, primary screen. 1.4% of 370,000 active. AID 652067. activation, % at 6.8 µM. HEK293 hcDAF-12 lit1-tk-luc reporter, luminescence; 0% DMSO, 100% Δ7-dafachronic acid;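 active = activation above the mean of all tested compounds plus 3 SD, cut at about 5.5% in these data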;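 note: 100% = response to 3 µM Δ7-dafachronic acid high control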
FXN GAA850 act: frataxin GAA850 promoter activation; HEK293 lucGAA850 FXN promoter luciferase reporter, 24 h; percent of 10 µM SAHA response; 0.56% of 360,000 active; activation, % at 6 µM;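 active = activation above the average of all compounds screened plus 3 SD, cutoff fixed separately per campaign, cut at about 7.5% in these data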;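 note: 0% = DMSO wells and 100% = 10 µM SAHA wells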
HGIII-sPLA2 inh: Blocks human group III sPLA2 activity; Q9NZ20; QFRET BODIPY PC-A2 liposome hydrolysis, fluorescence; inhibition, % at 12.2 µM; 0.56% of 370,000 active; AID 743126;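 active = inhibition above mean plus 3 SD of compounds lying within the high and low control bounds, cut at about 19% in these data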;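 note: 0% = median of test compound wells and 100% = no enzyme DMSO wells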
hgDAF-12 ag: activates the H. glycines DAF-12 receptor ligand-binding domain; AID 687014; HEK293 GAL4-hgDAF12 UAS-luciferase reporter, agonist luminescence; normalized to butyrate control; activation, % at 6.8 µM; 1.8% of 370,000 active;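 active = activation above a cutoff set at the mean of all screened compounds plus 3 SD, cut at about 10% in these data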;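 note: 0% = DMSO wells and 100% = sodium butyrate wells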
DAX1 inh-2: DAX1 (NR0B1) inhibition, primary screen; HEK293T StAR-luciferase reporter, SF-1/DAX-1 repression relief; inhibition, % at 6.8 µM; 1.1% of 370,000 active; AID 652010;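 active = inhibition above the mean over all tested compounds plus 3 SD, cut at about 3.6% in these data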;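 note: 0% = DAX-1 cells with DMSO and 100% = cells lacking DAX-1 with DMSO; higher inhibition means more luminescence from relief of DAX-1 repression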
* = called active by the depositor; i = inactive; . = not tested or not shown. The order is random; any-hit rate near 6.9%.

1	CN(C1=NS(=O)(=O)c2ccccc21)c1ccc(OC(=O)c2ccccc2)cc1
2	CC(C)c1cc(C(C)C)c(S(=O)(=O)NNC(=O)c2ccncc2)c(C(C)C)c1
3	Cc1c(Cl)cccc1NC(=O)COC(=O)c1c2c(nc3ccccc13)CCN(Cc1ccccc1)C2
4	CC1CC(=O)Nc2ccccc2N1C(=O)Nc1ccc(F)cc1 (configuration not stated)
5	CCN(CC)CCn1c2c(c(SCC(=O)NCc3ccccc3)nc1=O)CCCC2
6	O=C(CN1CCN(C(=O)c2ccccc2)CC1)Nc1ccc(Br)cn1
7	NS(=O)(=O)c1ccc(NC(=O)COC(=O)CCC2CCCC2)cc1
8	O=C(c1cc2cc(Cl)ccc2[nH]1)N1CCN(c2ccccc2F)CC1
9	COc1cc(C)nc(OCCNS(=O)(=O)c2cc(C)ccc2C)n1
10	Cn1cc(/C=C(\NC(=O)c2ccccc2)C(=O)NCCN2CCOCC2)c2ccccc21

assay / compound	1	2	3	4	5	6	7	8	9	10
ADAM17 inh	-1	2	-9	-3	-7	3	-2	-4	-3	-3
ssDAF-12 act	-1.8	-0.9	-1.6	-1.7	-1.0	-0.7	-1.4	-1.1	-1.6	-0.5
DAX1 inh-1	-0.1	-0.8	-1.8	3.1	-1.1	2.3	3.2	1.2	0.0	0.9
PLCb3 inh	-4	4	-61	1	-11	3	0	-6	5	-10
ADAM10 inh	5	3	-38	2	-4	6	-3	1	3	-7
PLC-gamma1 inh	-1	8	-59	1	0	12*	0	-2	7	-3
hcDAF12 agonist	2.2	1.8	-3.0	0.0	0.8	-0.5	1.0	1.9	-2.0	2.1
FXN GAA850 act	1.1	0.9	-5.9	-1.6	-1.8	1.2	0.8	0.2	0.0	0.2
HGIII-sPLA2 inh	5	-6	-10	3	7	8	-7	6	7	2
hgDAF-12 ag	0.9	0.5	-3.6	0.7	-2.7	-2.4	-0.3	1.3	-0.2	2.5
DAX1 inh-2	0.3	0.5	-2.2	0.0	0.6	-0.1	-0.5	0.1	-0.2	-0.6

11	CCC(=O)Nc1ccc(C2C(=O)c3ccccc3C2=O)cc1
12	Cc1cc(C)c(CN2CCN(C(=O)Cn3cc(C)c(=O)[nH]c3=O)CC2)c(C)c1
13	COc1cccc(OC)c1C(=O)OCC(=O)N1CCC(Cc2ccccc2)CC1
14	O=C(Nc1cccs1)Nc1nnc([C@@H]2C[C@H](O)[C@@H](CO)O2)s1
15	Cc1cc(-c2nnc(SCc3ccccn3)o2)no1
16	O=c1cc(N2CCc3ccccc32)[nH]c(=O)n1-c1ccc(Br)cc1
17	CCC(CO)n1c(SCc2cc([N+](=O)[O-])cc3c2OCOC3)nc2ccccc2c1=O (configuration not stated)
18	O=C(c1ccc(Cl)c(S(=O)(=O)N2CCCCCC2)c1)N1CCOCC1
19	Cc1cc(C(F)(F)F)nc(SCC(=O)NC2CCCCC2)n1
20	COc1ccc(-c2cccc3c4c([nH]c23)[C@@H]2C[C@H]3[C@@H](C(=O)N2CC4)[C@H](C)ON3C)cc1

assay / compound	11	12	13	14	15	16	17	18	19	20
ADAM17 inh	7	-2	1	1	2	-30	5	-2	-1	-12
ssDAF-12 act	-0.6	-1.3	-1.8	-0.6	-0.5	-0.9	-1.3	-0.4	-1.2	-1.6
DAX1 inh-1	0.3	.	2.4	.	-0.1	-0.6	-0.6	-0.6	0.8	.
PLCb3 inh	-24	3	-4	-10	11*	-76	4	2	-5	-18
ADAM10 inh	19	-13	-7	-2	8	-137	17	-6	9	-33
PLC-gamma1 inh	-11	0	-2	-4	14*	-60	6	1	2	-15
hcDAF12 agonist	0.1	-1.4	-2.6	1.8	0.8	5.8*	-0.7	-1.8	-2.1	-0.8
FXN GAA850 act	3.0	.	-1.3	-0.9	2.6	0.1	3.4	0.8	0.1	.
HGIII-sPLA2 inh	-9	3	1	3	11	-4	-14	1	2	0
hgDAF-12 ag	-2.6	-1.7	-1.9	3.7	2.5	-0.9	1.8	-1.8	-0.7	4.0
DAX1 inh-2	1.1	-1.0	-1.9	0.5	1.4	1.3	-0.7	-0.2	-0.5	-0.1

21	Cc1ccnc2nc(C(=O)OCC(=O)c3ccccc3)nn12
22	COc1ccc(/C=N/NC(=O)c2ccoc2C)cc1COc1c(C)cccc1C
23	O=C(Nc1ccccc1)/C(=C/c1ccc2c(c1)OCO2)NC(=O)c1ccco1
24	Oc1ccc(C[C@H]2CNC(=S)N2CC2CCCN2C[C@H](Cc2ccccc2)N2C[C@H](Cc3ccc(O)cc3)N(CC3CCCCC3)C2=S)cc1 (some centres not stated)
25	COc1cccc(CN(C)CCCn2cnc3c(SC)ncnc32)c1
26	CC(=O)N(C)c1ccc(NS(=O)(=O)c2cccc3nsnc23)cc1
27	Cc1ccc(C)n1-c1cccc(S(=O)(=O)N2CCOCC2)c1
28	O=C(NCc1ccco1)c1ccc(COc2cccc3ccccc23)cc1
29	CCCc1cc(=O)oc2cc(OC3CCCCC3=O)ccc12 (configuration not stated)
30	COc1ccc2oc(C(=O)OCC(=O)NCc3ccccc3OC)c(C)c2c1

assay / compound	21	22	23	24	25	26	27	28	29	30
ADAM17 inh	-5	0	-4	4	-1	-3	-1	8	-28	-10
ssDAF-12 act	-0.7	-1.8	-1.2	-0.9	-1.4	0.5	-0.3	-1.5	-0.9	-1.3
DAX1 inh-1	-0.2	-1.8	-0.6	.	1.0	0.7	0.7	-1.2	-0.8	-0.6
PLCb3 inh	1	-1	-2	6	0	-2	-6	-4	-19	-14
ADAM10 inh	3	12	0	25*	-10	-2	-5	10	-79	-31
PLC-gamma1 inh	-2	-2	-2	5	0	0	-7	-2	-7	-14
hcDAF12 agonist	0.2	-2.1	0.0	-1.9	-2.0	-1.3	-0.6	-3.9	-0.8	-0.8
FXN GAA850 act	0.0	1.7	-0.6	.	-0.1	0.5	4.4	4.3	3.0	-1.5
HGIII-sPLA2 inh	3	-10	4	2	12	0	-1	-21	7	-2
hgDAF-12 ag	1.6	-3.6	1.6	-1.2	0.7	2.2	1.7	0.8	-1.6	3.0
DAX1 inh-2	0.6	-1.7	-0.1	0.0	-0.2	-0.3	1.1	-1.1	0.2	-0.1

31	COc1cccc(CC(NC(C)=O)C(=O)NC2CCN(C(=O)c3ccc(Cl)cc3)CC2)c1OC (configuration not stated)
32	CN(c1ccccc1)S(=O)(=O)c1ccc(Cl)c(C(=O)Nc2ccccc2N2CCOCC2)c1
33	CS(=O)(=O)N1CCN(Cc2ccccc2C(F)(F)F)CC1
34	COc1ccc(N2CCN(CCCNC(=O)C3CCC(CNc4nc(=S)[nH]c5ccccc45)CC3)CC2)cc1 (configuration not stated)
35	Cc1ccc(Nc2nc(CSc3nnc(-c4cccnc4)n3-c3ccccc3F)cs2)cc1
36	COc1cccc(/C=N/NC(=O)c2cc(-c3cccn3C)n[nH]2)c1
37	COc1ccc(/C=N/NC(=O)Cn2nc(C)c([N+](=O)[O-])c2C)cc1
38	COc1ccc(C(=O)NC(=S)NNC(=O)c2ccco2)cc1
39	Cc1cc(C)cc(NS(=O)(=O)c2ccc(NC(=S)NC(=O)c3cccs3)cc2)c1
40	CC(CCc1ccc(O)cc1)NC1C2CC3CC(C2)CC1C3 (configuration not stated)

assay / compound	31	32	33	34	35	36	37	38	39	40
ADAM17 inh	0	-1	-1	-2	1	-4	-4	1	6	0
ssDAF-12 act	-1.0	-1.2	-0.7	-2.8	-2.2	-0.7	-1.4	0.1	-1.9	-1.3
DAX1 inh-1	0.1	-3.9	-0.6	-2.0	2.1	-0.1	1.4	2.3	-1.7	-1.3
PLCb3 inh	-3	-2	0	1	2	-11	3	-3	-6	4
ADAM10 inh	3	3	2	-5	-4	-16	6	-1	8	-3
PLC-gamma1 inh	2	4	-1	1	2	2	-1	0	-3	0
hcDAF12 agonist	4.1	-0.6	-1.0	-2.5	1.1	-1.7	-2.8	2.2	-0.1	0.8
FXN GAA850 act	0.5	2.8	1.3	-1.0	-0.7	-0.5	1.1	2.1	1.1	0.2
HGIII-sPLA2 inh	4	2	0	1	-1	-1	-1	19*	-36	-6
hgDAF-12 ag	0.7	5.5	-0.1	-5.3	-1.3	-1.9	-1.0	1.6	-1.9	3.0
DAX1 inh-2	0.0	0.0	0.0	-2.8	0.1	0.3	0.9	-0.2	-0.8	0.4

41	CN1CCN(CCNC(=O)c2ccc3nc(-c4ccc(F)cc4)c(-c4ccc(F)cc4)nc3c2)CC1
42	Clc1ccc(CSc2nnc(-c3sccc3-n3cccc3)o2)cc1
43	O=C(Cc1ccccc1)NC(C(=O)O)C(O)c1ccc([N+](=O)[O-])cc1 (configuration not stated)
44	CCCNC(=O)C1(C)CCCN(C(=O)c2cc(C(C)(C)C)nn2C)C1 (configuration not stated)
45	O=C(CSc1ccc2nnc(-c3cccnc3)n2n1)Nc1ccc(F)cc1
46	CCC1CCCCN1CC(=O)Nc1ccc2c(c1)OCCO2 (configuration not stated)
47	CC(=O)c1ccc(OC(=O)Cc2cccc3ccccc23)cc1

assay / compound	41	42	43	44	45	46	47
ADAM17 inh	-239	-2	0	-1	0	-4	1
ssDAF-12 act	-1.4	-0.9	-0.4	-0.7	-0.8	-1.2	-1.2
DAX1 inh-1	-1.2	-0.9	-1.0	.	1.0	1.2	0.8
PLCb3 inh	-103	-7	-5	0	-7	-6	-8
ADAM10 inh	i	-1	4	-1	2	-20	1
PLC-gamma1 inh	-68	-2	-1	-2	2	2	-2
hcDAF12 agonist	-0.6	-1.5	-2.4	-1.1	-0.6	0.6	0.1
FXN GAA850 act	-2.1	2.2	-1.5	0.5	3.5	2.4	1.1
HGIII-sPLA2 inh	3	-26	0	3	3	11	-11
hgDAF-12 ag	0.7	-2.4	-1.0	3.5	0.5	1.6	2.9
DAX1 inh-2	-1.4	-1.4	-0.1	0.0	-0.1	1.8	0.1
